High-throughput results from PubChem.
MITF primary – inhibitors of human MITF; O75030; AlphaScreen MITF homodimerization, bead proximity signal; inhibition, % at 2.6 µM; hit rate 0.91% among 650,000; in the data active means inhibition above about 50%;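 further: 0% = vehicle wells with protein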
Target sequence (O75030 whole entry, looked up): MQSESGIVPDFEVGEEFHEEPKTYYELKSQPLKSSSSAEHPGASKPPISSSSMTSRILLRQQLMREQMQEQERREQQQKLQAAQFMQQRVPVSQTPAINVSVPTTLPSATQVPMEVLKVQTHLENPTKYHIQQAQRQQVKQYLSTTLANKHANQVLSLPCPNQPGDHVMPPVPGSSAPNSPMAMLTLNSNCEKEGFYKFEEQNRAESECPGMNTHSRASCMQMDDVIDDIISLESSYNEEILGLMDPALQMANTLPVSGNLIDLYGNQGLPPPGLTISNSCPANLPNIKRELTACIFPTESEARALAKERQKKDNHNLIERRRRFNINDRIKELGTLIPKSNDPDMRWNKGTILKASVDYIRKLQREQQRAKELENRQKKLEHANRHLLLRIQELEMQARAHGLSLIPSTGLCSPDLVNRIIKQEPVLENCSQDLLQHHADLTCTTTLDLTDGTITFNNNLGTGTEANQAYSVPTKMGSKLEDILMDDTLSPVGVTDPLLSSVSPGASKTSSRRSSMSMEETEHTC
GPR151 ag – activators of human GPR151; Q8TDV0; PathHunter beta-arrestin GPR151 cells, luminescence; activation, % at 11.2 µM; hit rate 1% among 650,000; in the data active means activation above about 4.9%;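 further: 0% = median of compound wells and 100% = cells with positive control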
Target sequence (Q8TDV0 whole entry, looked up): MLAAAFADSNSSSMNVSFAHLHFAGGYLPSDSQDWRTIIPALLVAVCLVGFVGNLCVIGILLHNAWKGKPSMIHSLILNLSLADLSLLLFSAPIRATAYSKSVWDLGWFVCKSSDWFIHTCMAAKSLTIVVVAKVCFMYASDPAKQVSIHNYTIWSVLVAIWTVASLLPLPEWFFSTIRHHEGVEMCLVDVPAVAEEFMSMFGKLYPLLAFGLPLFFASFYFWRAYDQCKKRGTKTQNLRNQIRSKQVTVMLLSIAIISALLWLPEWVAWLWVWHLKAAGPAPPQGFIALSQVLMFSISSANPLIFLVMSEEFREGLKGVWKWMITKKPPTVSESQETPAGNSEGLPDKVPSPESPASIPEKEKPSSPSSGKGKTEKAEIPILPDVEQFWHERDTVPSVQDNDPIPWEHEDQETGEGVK
TEAD-YAP block – TEAD-YAP interaction inhibition; HEK-TIYL cells, TEAD-Gal4/YAP UAS-luciferase luminescence; inhibition, % at 9.12 µM; hit rate 1.4% among 640,000; in the data active means inhibition above about 32%;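 further: 0% = median of test compound wells and 100% = reference inhibitor wells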
FBW7 activator – human FBW7 E3 ligase activation, primary screen; normalized activity (activation), % at 26.1 µM; hit rate 0.13% among 650,000; Q969H0; AlphaScreen FBW7–phospho-cyclin E peptide binding, activator screen; AID 1259310; in the data active means normalized activity above about 1.9%;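 further: purified mutant Fbw7 with reduced substrate affinity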
The depositor's hits bear a star.

item	canonical_smiles	MITF primary	GPR151 ag	TEAD-YAP block	FBW7 activator
1	CCC(=O)N1CCN(c2ccc(Cl)cc2NC(=O)c2cc3ccccc3o2)CC1	7	0.1	2	0.1
2	Nc1nnnn1Cc1ccccc1Cl	-30	0.5	10	0.1
3	CCOC(=O)c1c(NC(=O)CCCS(=O)(=O)c2nc(-c3ccccc3OC)cc(C(F)(F)F)n2)sc(C)c1C	16	-0.3	6	0.1
4	CC(=O)N(C)c1ccc(NC(=O)c2ccc(C)c([N+](=O)[O-])c2)cc1	0	-0.9	-9	-0.2
5	COc1cc(NC(=O)Cc2cn(-c3ccc(N4CCN(Cc5ccc6c(c5)OCO6)CC4)nn3)c3ccccc23)cc(OC)c1OC	-88	1.4	-6	0.0
6	COc1ccc(N(CC(=O)NCCSCc2ccco2)S(C)(=O)=O)cc1OC	-6	0.1	4	0.1
7	COc1cc(CN2CCCC2)cc(I)c1O	9	1.6	4	-0.2
8	O=C(N/N=C/c1cc([N+](=O)[O-])ccc1O)c1cccs1	2	3.6	-38	-0.1
9	NNC(=O)CNC(c1ccccc1)c1cc(Br)ccc1NC(=O)c1ccc(Cl)cc1 (stereo not given)	-9	1.1	-2	-0.1
10	Cc1noc(NC(=O)c2ccccc2C(F)(F)F)c1C#N	9	0.0	-5	0.0
11	O=S(=O)(Cc1ccc(Cl)cc1)Nc1cccc(Br)c1	3	0.4	1	0.0
12	CC(=O)Nc1cccc(NC(=O)c2sc3ncn(Cc4ccccc4F)c(=O)c3c2C)c1	5	-1.7	2	0.1

Random excerpt: 2 records from the list, in no set order.
item	canonical_smiles	MITF primary	GPR151 ag	TEAD-YAP block	FBW7 activator
11	O=S(=O)(Cc1ccc(Cl)cc1)Nc1cccc(Br)c1	3	0.4	1	0.0
7	COc1cc(CN2CCCC2)cc(I)c1O	9	1.6	4	-0.2

Next section
item	canonical_smiles	MITF primary	GPR151 ag	TEAD-YAP block	FBW7 activator
13	COCCn1c(C)cc(C(=O)CSc2nnc(Nc3cccc(C)c3)s2)c1C	4	1.1	-3	-0.2
14	COc1ccccc1N1CCN(C(=O)CS(=O)(=O)c2ccccc2)CC1	-6	0.2	-18	0.1
15	COc1ccc(/C(O)=C/c2nc3cc([N+](=O)[O-])c([N+](=O)[O-])cc3[nH]c2=O)c(OC)c1	9	-0.1	6	0.2
16	CCOCCCNC(=O)c1ccc(C(=O)c2ccccc2)cc1	3	-2.5	1	0.1
17	O=C(COC(=O)c1c[nH]c(=O)[nH]c1=O)Nc1nc(-c2ccccc2)cs1	16	-3.7	-19	0.1
18	COc1ccc(C2c3c(-c4ccccc4)n[nH]c3C(=O)N2c2ccc(Cl)cc2)cc1 (stereo not given)	7	3.9	10	0.0
19	Clc1ccc(-c2cn3c4ccccc4n(CCN4CCCCC4)c3n2)cc1	-28	0.4	4	5.0*
20	CCOc1ccccc1Nc1nnc(SC2CCOC2=O)s1 (stereo not given)	0	0.4	1	0.0
21	CCCCC1=NN2C(=N)/C(=C/c3ccc(OC(C)c4ccccc4)cc3)C(=O)N=C2S1 (stereo not given)	3	-0.2	7	-0.1
22	O=C1N=C(N2CCOCC2)S/C1=C/c1ccc(-c2ccc(F)cc2)o1	-2	0.0	-3	-0.2
23	NS(=O)(=O)c1ccc(NC(=O)CSc2ccc3ccccc3c2)cc1	13	-0.3	-13	0.0
24	O=S(=O)(c1ccccc1)c1ccc(O)c(O)c1	-13	0.2	0	-0.1

(continued)
item	canonical_smiles	MITF primary	GPR151 ag	TEAD-YAP block	FBW7 activator
25	CS(=O)(=O)c1cnc(N)nc1-c1ccc(C(F)(F)F)cc1	3	0.7	8	0.0
26	CCOc1ccc(C(c2c(C)[nH][nH]c2=O)c2c(C)[nH][nH]c2=O)cc1OCC	5	0.5	18	0.3
27	COc1ccc(NC(=O)NN2CCOCC2)cc1	-4	-0.9	-24	0.0
28	O=C(NC1CCN(Cc2ccccc2)CC1)c1cncc(Nc2ncccn2)c1	-3	-2.9	4	0.7
29	NC(=O)/C(=C/c1ccccc1)NC(=O)c1cccc(Br)c1	-7	0.2	-12	-0.6
30	CCOc1ccc(-n2nc(C(=O)N3CCCCCC3)c3ccccc3c2=O)cc1	-12	-1.4	8	0.0
31	CCOc1ccc(OCCSc2nc3ccccc3n2CCO)cc1	13	0.1	-10	0.0
32	COc1cc(C(=O)NCCc2sc(-c3ccccc3)nc2C)cc(OC)c1OC	-16	0.6	-16	-0.1
33	CCc1ccc(NC(=S)N(Cc2ccc(Cl)cc2)CC2CCC(C(=O)O)CC2)cc1 (stereo not given)	3	-0.2	0	0.2
34	Cc1nc2sc(C(c3ccccc3F)N3CCN(C)CC3)c(O)n2n1 (stereo not given)	0	0.9	4	-0.1
35	Cc1cccc(-c2nc3ccccc3c(=O)n2NCc2ccc(O)cc2)c1	13	-1.3	7	0.4
36	O=C(Nc1ccc(Cl)cc1)c1ccc(N2CC3CC(C2)c2cccc(=O)n2C3)c(NC(=O)c2ccc(Br)o2)c1 (stereo not given)	-9	-0.2	9	0.0

The list continues.
item	canonical_smiles	MITF primary	GPR151 ag	TEAD-YAP block	FBW7 activator
37	C=COCCSc1nnnn1-c1ccc2c(c1)OCO2	13	0.7	-14	-0.1
38	O=C1C2C3C=CC(C3)C2C(=O)N1/N=C/c1ccc(-c2ccc(F)cc2[N+](=O)[O-])o1 (stereo not given)	-8	-0.5	-6	-0.1
39	O=C(O)CC(O)c1nc2ccccc2[nH]1 (stereo not given)	13	1.0	7	0.0
40	Cc1c(NC(=O)c2cccc(NC(=O)c3cccs3)c2)c(=O)n(-c2ccccc2)n1C	-5	-0.2	-8	0.1
41	CCOC(=O)COc1ccc2c(-c3cccc([N+](=O)[O-])c3)cc(=O)oc2c1	14	-0.9	10	0.2
42	COc1cc([N+](=O)[O-])cc([N+](=O)[O-])c1OCC(=O)N/N=C/c1ccc(C)o1	-1	-1.3	5	0.0
43	O=S1(=O)CCN2C=C(Br)C=C(Br)C2=N1	14	0.5	4	0.5
44	O=C(Nc1cc(NC(=O)c2ccccc2)cc(C(=O)Nc2ccc(Sc3ccc([N+](=O)[O-])cc3)cc2)c1)c1ccccc1	-1	0.8	-9	-0.1
45	O=C1OC(c2ccco2)=N/C1=C\c1cccc(F)c1	11	1.3	4	-0.1
46	Cc1ccc(Cl)cc1S(=O)(=O)N1CCCC(C(=O)Nc2ccc(C(=O)O)cc2)C1 (stereo not given)	-3	1.0	-2	0.0
47	O=C1/C(=C/c2ccc(-c3ccc(Cl)c(Cl)c3)o2)C=C(c2ccccc2)N1c1ccc([N+](=O)[O-])cc1O	17	-0.4	-6	0.8
48	NS(=O)(=O)c1ccc(N=NN2CCCC2)cc1	3	1.4	-11	0.4

Other entries.
item	canonical_smiles	MITF primary	GPR151 ag	TEAD-YAP block	FBW7 activator
49	COc1ccc(C(N)C(=O)N2CCC(Nc3ccc4cnccc4c3)CC2)cc1 (stereo not given)	11	-0.4	0	-0.1
50	COc1ccc(OC)c(C2NC(=O)NC(C)=C2C(=O)Nc2ccc(C)c(Cl)c2)c1 (stereo not given)	11	-0.2	-1	0.2
51	COc1ccccc1N1CCN(c2ccc([N+](=O)[O-])cn2)CC1	-2	-0.5	-4	-0.2
52	COc1ccc(C2Nc3ccccc3-c3nnc(SC)nc3O2)cc1Br (stereo not given)	4	1.1	5	0.0
53	CCc1ccccc1N(CC(=O)Nc1cccc([N+](=O)[O-])c1)S(=O)(=O)c1ccccc1	-9	-0.1	-6	-0.2
54	CCOc1ccc(NC(=O)CSc2nc3[nH]ncc3c(=O)n2-c2cccc(C)c2)cc1	5	0.4	27	-0.1
55	O=C(Nc1ccccc1C(=O)Nc1cccc(Cl)c1)c1ccccc1	-1	-3.3	-7	-0.3
56	COc1ccc(OC)c(N(CC(=O)Nc2cccc(C(C)=O)c2)S(=O)(=O)c2ccccc2)c1	-4	-2.5	-20	0.0
57	CC(=O)OC1(C(=O)O)C2CC3CC(C2)CC1C3 (stereo not given)	-4	0.8	-2	0.1
58	CCOc1ccc(-c2c(C)sc3ncn(CC(=O)O)c(=O)c23)cc1	6	1.0	4	-0.1
59	CCC(O)C1CCN(Cc2nc(-c3ccc(OC)c(OC)c3OC)no2)CC1 (stereo not given)	-1	0.0	-10	-0.1
60	COc1ccc(-c2cc(C(=O)NN)c3c(C)noc3n2)c(F)c1	-5	-0.5	0	0.0

Next entries follow:
item	canonical_smiles	MITF primary	GPR151 ag	TEAD-YAP block	FBW7 activator
61	CCOC(=O)c1ccc(CN(Cc2ccc(Br)cc2)S(=O)(=O)c2ccc(C3CCCCC3)cc2)cc1	0	-0.9	-3	-0.1
62	O=C(CSCc1ccc([N+](=O)[O-])cc1)NCc1ccccc1Cl	-1	-0.4	3	0.0
63	COCCNC(=O)C(=O)Nc1cccc(Br)c1	13	-0.7	1	0.0
64	CC1=CC(C)C(COC(=O)CN2CCCCC2)C(C)C1 (stereo not given)	-2	0.1	8	0.9
65	COC1CCN(S(=O)(=O)c2cccc(Cl)c2C)CC1	3	-0.3	9	0.1
66	COc1ccc(C(=O)Oc2cccc([N+](=O)[O-])c2)cc1Br	-1	-0.4	-8	-0.3
67	O=C(CSc1nnnn1C1CCCCC1)N1CCc2ccccc21	-1	2.6	7	0.1
68	CCc1c(C(=O)Nc2sc(C)c(-c3ccccc3)c2C(N)=O)csc1C	-14	1.5	-13	0.1
69	CCOC(=O)C1CCN(c2ncnc3c2c(-c2ccccc2)cn3-c2ccc(OCC)cc2)CC1	12	-0.7	8	0.2
70	CCOc1cc2c(cc1/C=C1/NC(=O)N(Cc3ccc(C)cc3)C1=O)OCO2	12	2.2	12	0.1
71	CC(=O)Nc1ccc(NC(=O)c2cnc(-c3cccc(N)c3)s2)cc1	8	0.0	-2	-0.1
72	N#Cc1cc(-c2ccnc(Nc3ccc(-n4cnc(-c5ccccn5)n4)cc3)n2)cc(N2CCOCC2)c1	14	0.2	44*	0.1

(continued)
item	canonical_smiles	MITF primary	GPR151 ag	TEAD-YAP block	FBW7 activator
73	O=C(Nc1cccc(NC(=O)c2ccccc2[N+](=O)[O-])n1)c1ccccc1[N+](=O)[O-]	3	-0.4	-1	0.2
74	O=C(OCc1ccccc1)C1CCN(S(=O)(=O)c2cc([N+](=O)[O-])ccc2Cl)CC1	12	-0.3	5	0.0
75	COc1ccccc1-c1ocnc1C(=O)Nc1ccccc1C(=O)N1CCCC1	7	0.0	7	0.0
76	Cc1cccc(OCCOc2ccc([N+](=O)[O-])cc2/C=C2/C(=N)N3N=C(C(C)C)SC3=NC2=O)c1	-12	0.2	-5	-0.1
77	O=C1C(C=NCc2ccco2)=C(O)c2ccccc21	1	-1.6	-14	0.0
78	Cc1nc(N2CCOCC2)c2c(C)c(C(=O)N3CCN(c4ccc([N+](=O)[O-])cc4)CC3)sc2n1	-4	2.1	5	0.0
79	CC(=O)c1cccc(NC(=O)NCCCNc2nc3cc(C)cc(C)c3cc2C#N)c1	6	-0.8	4	0.1
80	CCOC(=O)COc1ccccc1C1NC(=O)NC(C)=C1C(=O)OCC (stereo not given)	9	2.5	2	-0.2
81	CCOc1ccc(-n2cc(C(=O)Nc3cccc(C(F)(F)F)c3)c3cc(OC)c(OC)cc3c2=O)cc1	6	0.2	-4	0.0
82	COc1cccc(CNc2ncn[nH]2)c1OCc1ccc(F)cc1	2	2.7	8	-0.1
83	CCOC(CNC(=O)CCc1c(C)nc2c(c(C)nn2-c2ccccc2)c1C)OCC	10	0.1	1	0.0
84	Cc1ccc(-c2nc3scc(CCNC(=O)c4ccc(F)cc4)n3n2)cc1	-5	0.6	0	0.1

Carrying on:
item	canonical_smiles	MITF primary	GPR151 ag	TEAD-YAP block	FBW7 activator
85	COC(=O)C1=CN(Cc2ccc(OC)cc2)C=C(C(=O)OC)C1c1ccc(C)s1	-6	-0.5	-4	0.2
86	O=C(c1ccc(SCc2ccccc2F)c([N+](=O)[O-])c1)N1CCN(c2ccccn2)CC1	-3	1.5	-16	0.0
87	O=C(C1CC1)N1CCC(Oc2nc3c(Cl)cccc3s2)CC1	16	-1.1	-3	0.9
88	COc1ccc(CNC(=O)c2nn3c(C(F)(F)F)cc(-c4ccccc4)nc3c2Br)cc1	11	2.4	1	0.3
89	COC(=O)c1ccccc1NS(=O)(=O)c1ccc(OC)c([N+](=O)[O-])c1	3	-0.6	3	0.1
90	C/C(=N/OC(=O)c1ccc(Br)cc1)C(C)(C)C	6	-0.1	2	0.0

Full records, looked up by structure. Values in the order: MITF primary	GPR151 ag	TEAD-YAP block	FBW7 activator
C/C(=N/OC(=O)c1ccc(Br)cc1)C(C)(C)C reads 6	-0.1	2	0.0
COC(=O)c1ccccc1NS(=O)(=O)c1ccc(OC)c([N+](=O)[O-])c1 reads 3	-0.6	3	0.1
O=C(c1ccc(SCc2ccccc2F)c([N+](=O)[O-])c1)N1CCN(c2ccccn2)CC1 reads -3	1.5	-16	0.0
COc1ccc(CNC(=O)c2nn3c(C(F)(F)F)cc(-c4ccccc4)nc3c2Br)cc1 reads 11	2.4	1	0.3
